# M5 ag: CHRM5 agonism in calcium assay. 360,000 tested, 0.19% active. CHO-K1 hM5 cells, Fluo-8 calcium fluorescence; 0% DMSO wells, 100% maximal acetylcholine response. activation, % at 3 µM;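 active = activation above the run's mean over test compounds plus 3 SD, cut at about 23% in these data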;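 also: signal is peak over basal fluorescence ratio across the kinetic read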
# Target sequence (P08912 whole entry, looked up): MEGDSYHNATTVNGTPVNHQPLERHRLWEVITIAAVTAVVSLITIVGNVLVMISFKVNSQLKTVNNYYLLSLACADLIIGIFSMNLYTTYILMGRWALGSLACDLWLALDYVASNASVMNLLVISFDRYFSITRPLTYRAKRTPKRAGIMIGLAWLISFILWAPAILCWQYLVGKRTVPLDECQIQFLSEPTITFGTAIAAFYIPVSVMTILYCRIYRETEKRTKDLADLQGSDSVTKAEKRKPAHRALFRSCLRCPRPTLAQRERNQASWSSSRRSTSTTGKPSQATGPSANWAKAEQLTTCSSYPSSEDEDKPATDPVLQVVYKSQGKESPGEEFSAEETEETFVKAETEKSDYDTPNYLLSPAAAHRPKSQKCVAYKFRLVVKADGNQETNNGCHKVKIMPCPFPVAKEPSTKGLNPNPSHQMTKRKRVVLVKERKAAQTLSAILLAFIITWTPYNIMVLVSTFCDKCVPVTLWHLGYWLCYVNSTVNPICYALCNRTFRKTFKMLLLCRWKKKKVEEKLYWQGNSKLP
# CRFR2-BP ag: agonists of human CRF-binding protein/CRF-R2 receptor complex; activation, % at 13.2 µM; AID 588473; 350,000 tested, 0.46% active; HEK293 CRF-R2/CRF-BP, calcium dye fluorescence (FLIPR); percent of saturating CRF peptide response;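 active = activation of at least 50%, plus an integration ratio under a set limit after plate pattern correction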;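 also: plate controls were neutral control wells without compound for no effect and CRF at EC100 for full effect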
# CRFBP-R2 block: CRF-BP/CRF-R2 complex antagonism; HEK293 CRF-R2/CRF-BP, CRF-induced calcium fluorescence; inhibition, % at 11.8 µM; 350,000 tested, 0.59% active;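 active = inhibition of the ligand-induced calcium signal above about 50% at the single tested concentration, limit read from the data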
# CHRM4 PAM: positive allosteric modulators of human muscarinic M4 receptor. activation, % at 3 µM. CHO-K1 hM4/Gqi5, Fluo-8 calcium fluorescence, ACh EC20; 0% = ACh EC20, 100% = maximal ACh. 360,000 tested, 0.4% active;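 active = activation above its plate's cutoff, the mean activation of sample wells plus 3 SD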; also: some results filed as inactive read as strong as hits
# Target sequence (P08173 whole entry, looked up): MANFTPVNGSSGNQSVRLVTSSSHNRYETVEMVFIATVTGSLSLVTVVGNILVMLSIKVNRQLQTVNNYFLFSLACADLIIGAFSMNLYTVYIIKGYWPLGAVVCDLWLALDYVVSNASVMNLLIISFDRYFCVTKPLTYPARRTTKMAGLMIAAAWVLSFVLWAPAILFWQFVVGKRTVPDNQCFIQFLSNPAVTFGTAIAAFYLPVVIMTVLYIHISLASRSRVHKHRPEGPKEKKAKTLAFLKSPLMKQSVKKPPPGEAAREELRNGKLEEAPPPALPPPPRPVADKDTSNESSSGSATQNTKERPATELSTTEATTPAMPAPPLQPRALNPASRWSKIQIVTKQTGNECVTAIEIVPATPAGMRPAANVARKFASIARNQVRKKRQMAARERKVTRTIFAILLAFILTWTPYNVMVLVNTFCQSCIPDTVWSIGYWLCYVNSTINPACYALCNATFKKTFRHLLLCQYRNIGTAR
# CHRM4 agonist: CHRM4 agonism in calcium assay; P08173; CHO-K1 hM4/Gqi5, Fluo-8 calcium fluorescence; vehicle 0%, full acetylcholine response 100%; activation, % at 3 µM; 360,000 tested, 0.14% active; AID 624127;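 active = activation above the run mean over all test wells plus 3 SD, cut at about 32% in these data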;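 also: peak over basal fluorescence ratio per well then scaled between controls; 0% = DMSO wells and 100% = acetylcholine at EC100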
# CHRM4 antagonist: CHRM4 antagonism in calcium assay | P08173 | CHO-hM4 cells, ACh EC80, Fluo-8 calcium fluorescence | inhibition, % at 3 µM | 360,000 tested, 0.73% active | AID 624125;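 active = inhibition above its plate's cutoff, the mean inhibition of sample wells plus 3 SD, cut at about 27% in these data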;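 also: 0% = acetylcholine EC80 with DMSO and 100% = DMSO without agonist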
# CHRM5 antagonist: antagonists of human muscarinic M5 receptor (CHRM5); P08912; CHO-hM5 cells, Fluo-8 calcium fluorescence, ACh EC80; inhibition, % at 3 µM; 360,000 tested, 0.59% active; AID 624040;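 active = inhibition above a per-plate cutoff, the mean of that plate's test compounds plus 3 SD, cut at about 27% in these data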;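 also: 0% = acetylcholine EC80 with DMSO and 100% = DMSO without agonist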
# IDE inh: inhibitors of human insulin-degrading enzyme in cells; P14735; HEK cells, FAbetaB cleavage, fluorescence polarization; inhibition, % at 5.59 µM; 320,000 tested, 0.41% active; AID 434962;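 active = percent inhibition above the average of all tested compounds plus 3 SD, set per screening campaign, cut at about 16% in these data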;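 also: IDE supplied by intact live HEK cells; FP after avidin binding of uncleaved biotin substrate so inhibition keeps polarization high; 0% = DMSO wells and 100% = 60 µM reference IDE inhibitor Ii1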
# M5 PAM: positive allosteric modulators of human muscarinic M5 receptor; CHO-K1 hM5, Fluo-8 calcium, ACh EC20 PAM; 0% = ACh EC20, 100% = ACh EC100; activation, % at 3 µM; 360,000 tested, 0.3% active; AID 624038;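 active = activation above the run cutoff, the mean activation of all test compounds plus 3 SD, cut at about 18% in these data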
#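 Replicates: One well per compound, no replicates | System: Human M5 receptor in CHO-K1 cells | Benchmarks: Low control EC20 acetylcholine (0%), high control EC100 acetylcholine (100%) | Probe or stimulus: Acetylcholine, EC20 level | Times: Fluo-8 loading 80 min at 37 °C plus 30 min room temperature | Signal: Intracellular calcium via Fluo-8 fluorescence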
# * hit, by the source's call; nt = no result given. Rows are unselected; 2.9% or so of the library scored in one or more.
SMILES,M5 ag,CRFR2-BP ag,CRFBP-R2 block,CHRM4 PAM,CHRM4 agonist,CHRM4 antagonist,CHRM5 antagonist,IDE inh,M5 PAM
COc1cc(C(=O)N2CCCCC2c2cc(C(=O)NC(C)C)no2)cc(OC)c1C (stereo unspecified),1,nt,nt,-6,5,2,6,nt,-5
COc1cccc(OC)c1OCC(O)CN1CCN(c2ccccc2F)CC1 (stereo unspecified),-4,-3.8,-3,-7,4,-5,13,6,-6
C=CCNc1nc(N)c(C(=O)c2ccc3c(c2)OCO3)s1,2,-1.7,-12,5,0,-15,-10,-2,-3
O=C(CCN1C(=O)/C(=C/c2ccccc2F)SC1=S)Nc1ccccn1,-2,-1.1,-26,-2,2,-3,-8,3,1
O=C(CNC(=S)N(Cc1ccccc1)Cc1cccnc1)NCCc1ccccc1,-1,0.1,4,-14,2,-7,-2,6,-6
CCOc1ccccc1C1NC(=O)NC(C)=C1C(=O)OC1CCCCC1 (stereo unspecified),0,2.4,-26,-1,1,1,2,-1,2
O=C(c1ccccc1F)N1CCN(c2ncccn2)CC1,-3,-0.4,-8,9,0,-8,2,-2,-6
COc1cc2ccccc2cc1C(=O)NC(=S)Nc1cccc(C(=O)O)c1C,-5,-3.1,20,12,-1,-5,5,1,2
O=C(O)CCn1c(=S)n(CCC(=O)O)c2ccccc21,0,2.0,1,11,0,9,3,1,4
C=CCC[C@H](Cc1ccc(F)cc1)C(=O)OC[C@@H](Cc1c[nH]c2ccccc12)NC(=O)[C@H](CC=C)CC(=O)N(CCO)Cc1ccccc1,3,1.1,1,-3,10,45*,15,-1,-15
O=[N+]([O-])c1cnccc1-n1nnc2ccccc21,1,nt,nt,7,2,6,10,nt,-4
CCCNC(=O)NC1CCCc2ccccc21 (stereo unspecified),-2,1.7,11,-5,0,9,1,3,1

# Complete entries from above.
# `O=C(CCN1C(=O)/C(=C/c2ccccc2F)SC1=S)Nc1ccccn1` reads M5 ag = -2; CRFR2-BP ag = -1.1; CRFBP-R2 block = -26; CHRM4 PAM = -2; CHRM4 agonist = 2; CHRM4 antagonist = -3; CHRM5 antagonist = -8; IDE inh = 3; M5 PAM = 1
# `COc1cccc(OC)c1OCC(O)CN1CCN(c2ccccc2F)CC1` (stereo unspecified) reads M5 ag = -4; CRFR2-BP ag = -3.8; CRFBP-R2 block = -3; CHRM4 PAM = -7; CHRM4 agonist = 4; CHRM4 antagonist = -5; CHRM5 antagonist = 13; IDE inh = 6; M5 PAM = -6

# Continued.
SMILES,M5 ag,CRFR2-BP ag,CRFBP-R2 block,CHRM4 PAM,CHRM4 agonist,CHRM4 antagonist,CHRM5 antagonist,IDE inh,M5 PAM
Cc1ccc(OCC(=O)Nc2ccc(S(=O)(=O)N3CCN(C)CC3)cc2)cc1,1,0.7,-18,1,2,1,-5,10,4
CCc1ccc(/C=N/NC(=O)Cc2cccn2C)cc1,4,-0.4,7,-1,1,-12,-8,2,6
Cc1onc(-c2ccccc2Cl)c1C(=O)Nc1ccccc1O,-2,0.2,-5,-3,2,2,15,4,-1
CC(=O)c1ccc(NC(=S)Nc2cccc3ccccc23)cc1,0,0.5,-14,0,1,8,-4,-2,-1
O=C(O)c1cc(-c2ccc3c(c2)OCO3)nc2ccccc12,0,0.9,-1,-2,1,0,0,-5,-1
N#Cc1ccc(CNC(=O)N2CCOCC2)cc1,-2,0.3,-12,-2,1,4,12,-2,-4
CCCCN1CCc2c([nH]c3ccccc23)C1=O,-3,0.0,-7,-4,1,5,-5,2,-8
COc1ccc(C2=NS(=O)(=O)N(C)C(C(=O)N3CCC(C)CC3)=C2)cc1,5,20,10,-1,6,-12,6,2,-10
CCN(CC)S(=O)(=O)c1cc(NC(=O)COC(=O)c2ccc(NC(=O)CC#N)cc2)ccc1C,1,0.4,-11,-3,2,-3,11,-1,-4
COc1cc(CCC(=O)OCC(=O)NCCc2ccc(S(N)(=O)=O)cc2)cc(OC)c1OC,5,-1.3,12,6,0,-1,4,2,-1
COc1ccc(C(=O)Nc2cc(C(F)(F)F)ccc2-n2cncn2)cc1,-1,3.9,-25,1,1,2,3,5,-2
Nc1cccc(Nc2ccccc2)c1,3,0.5,10,3,3,-1,8,6,5
O=C(N/N=C/c1c(F)c(F)c(F)c(F)c1F)c1cccc(S(=O)(=O)N2CCOCC2)c1,2,-1.7,-10,5,2,-5,14,7,-7
Cc1cnc(NC(=O)/C=C/c2ccc(Br)o2)s1,-4,0.5,-12,2,1,2,5,-5,-4
COc1cc2c(cc1OC)C1(CCCC1)CNC2C (stereo unspecified),0,0.3,7,-8,0,3,2,-3,-3
O=C(N/N=C/c1cccs1)C(=O)Nc1cccc(Cl)c1,9,1.6,-8,-9,12,6,2,-1,-6
Cc1ccc(NC(=S)NCCSc2ccc(Cl)cc2)cc1,-15,1.6,28,-28,8,36*,17,2,-33
O=C(NCCC1=CCCCC1)C1CC(=O)N(C2CCCCCC2)C1 (stereo unspecified),2,-0.2,-14,1,1,8,9,-1,-1
NC(=O)C(=O)NN=C1C2CC3CC(C2)CC1C3,-1,0.0,8,4,1,-6,3,0,-2
CCCCn1c(=O)[nH]c(=O)c2c1nc(-c1ccc(-c3ccccc3)cc1)n2C,-2,0.8,-2,-4,1,2,15,6,-3
Cc1ccc(-c2ccc(CCC(=O)O)n2C(C)C)cc1,1,-2.2,13,-13,2,4,-10,-1,-3
Cc1ccc(S(=O)(=O)N[C@@H](CC(C)C)C(=O)N2CCC(C(=O)N[C@H](C(=O)O)C(C)C)CC2)cc1,1,-1.2,0,1,0,-8,7,0,3
Cc1ccnc(N/C=C(\C#N)c2nc(-c3cccc(Br)c3)cs2)c1,53*,237*,-250,-12,135*,31*,21,8,-14
C=C(C)CNC(=O)c1ccc(OC2CCN(S(=O)(=O)N(C)C)CC2)cc1,2,1.8,13,-1,1,7,14,0,2
O=C(NC(=O)c1ccccc1)NC(=O)c1ccccc1,-1,3.8,-39,-5,0,8,5,4,-5
COc1ccc(CCNC(=O)CSc2nc3[nH]ncc3c(=O)n2-c2ccc(C)c(Cl)c2)cc1OC,-6,-0.5,9,1,0,-18,9,nt,7
O=C(CSc1ncn(-c2ccccc2)n1)N1CCc2ccccc21,-6,0.3,1,-1,3,-2,5,0,-11
O=C(c1ccccc1)c1ccc(N2CCN(C(=O)c3cccc(F)c3F)CC2)c(F)c1,-2,4.0,4,-8,17,12,15,2,-12
CC(=O)c1cccc(OC(=O)c2ccc3c(=O)n4c(nc3c2)CCC4)c1,0,-1.8,5,-1,8,-9,9,0,2
CCOC(=O)c1ccc(NC(=O)c2nc(S(=O)(=O)Cc3ccccc3)ncc2Cl)cc1,-5,0.1,30,-5,2,26,26,-3,-8
CC(=O)/C(=N\Nc1ccccc1Cl)Sc1cccc2cccnc12,-6,0.8,3,-11,-3,4,3,10,-7
COCCNC(=O)C1c2ccccc2C(=O)N(CCOC)C1c1ccc(F)cc1 (stereo unspecified),0,-0.3,16,6,0,-4,-2,1,-7
Cc1ccc(-c2nn(CC(=O)Nc3cccnc3)c(=O)c3ccccc23)cc1,1,0.3,-1,12,-2,7,-9,-1,9
CC(C)CNC(=O)C(=O)NCc1ccccc1,0,-0.4,1,11,2,-8,-5,1,10
Cc1ccc(-n2c(NN)nc3ccccc3c2=O)c(C)c1,-1,0.7,20,-3,1,-4,11,3,12
O=C(c1cccc(NS(=O)(=O)c2cccc(F)c2)c1)N1CCN(c2ccccc2)CC1,0,-0.5,-3,2,6,-6,-4,0,-5
CC(=O)Nc1ccccc1C(=O)C(=O)Nc1ccc(Cl)cc1,-7,-0.5,-5,2,2,-2,2,0,0
CC(C)N(C(=O)CSc1nc2ccccc2n1Cc1ccccc1F)C(C)C,-6,-2.7,23,-20,-3,-6,3,2,-13
O=C(CN1C(=O)CCC1=O)Nc1ccc(Br)cc1,-5,-1.6,8,3,0,-15,-5,-3,-10
CCCN(CC(=O)Nc1ccccc1C)C(=O)c1ccc(COc2ccccc2)cc1,1,0.8,1,-10,8,-6,2,8,-6
Cc1ccc(S(=O)(=O)Nc2nc3ccccc3nc2Nc2cccc(S(=O)(=O)N3CCCC3)c2)cc1,2,14,26,8,0,3,-2,-5,-2
N/C(=N\OC(=O)CN1C(=O)c2ccccc2C1=O)c1ccc(Br)cc1,1,-0.6,-4,13,2,-7,5,0,6
CN(C)c1ccc(-c2nc3n(n2)C(c2cccnc2)C2=C(CC(C)(C)CC2=O)N3)cc1 (stereo unspecified),-2,-2.6,-43,22,0,6,-1,-1,4
CC(CC(=O)N1CCN(c2ccccc2)CC1)S(=O)(=O)c1ccc2c(c1)NC(=O)CS2 (stereo unspecified),2,2.2,-8,-7,12,-5,11,5,-9
COc1ccc(C2C(C)C(=O)C(C)C(c3ccc(OC)cc3)N2N=O)cc1 (stereo unspecified),0,-0.1,4,-2,0,6,20,nt,-2
Cn1nc(-c2ccccc2)c(C(=O)Nc2ccc(C(F)(F)F)cc2)c1Cl,1,0.9,9,3,2,1,7,-6,-2
Cc1ncc(CO)c(/C=N/N=C/c2ccccc2O)c1O,0,0.8,1,3,1,-3,3,-4,-2
CCCCNC(=O)c1c(CSc2ccc(Cl)cc2)noc1C(=O)NCCC,-2,2.8,-4,2,0,-3,9,-4,-6
COc1ccc(CCN2C(=O)CC(NNc3ccc([N+](=O)[O-])cc3)C2=O)cc1OC (stereo unspecified),1,-1.6,1,0,6,-7,5,-3,-2
Cc1cncc(N2CCN(c3ccccn3)CC2)n1,-2,nt,nt,0,1,-8,-5,nt,-2
COc1ccc(CNCCC(c2ccc(OC(C)C)cc2)c2ccccc2OC)cc1OC (stereo unspecified),2,4.1,-18,-9,18,4,5,-3,-1
O=C(Nc1ccc(Cl)cc1)[C@@H]1[C@@H]2C(=O)N(c3cccc(F)c3)C(=O)[C@@H]2[C@H]2C=CC=NN21,0,2.5,-12,-7,0,9,8,-8,1
CCc1noc(C)c1C(=O)OCC(=O)Nc1cccc(C)c1,-3,-0.9,2,0,1,7,17,5,0
CC(C)NS(=O)(=O)c1ccc(OCC(=O)NCc2ccco2)cc1,-1,-0.3,-3,4,3,-12,-8,6,8
CCOC(=O)c1nc(-c2ccccc2)oc1N1CCOCC1,-1,-0.6,15,4,1,-4,-2,7,-4
O=C(COC(=O)Cc1ccc(Cl)cc1)NCc1cccs1,0,-0.2,5,-1,1,4,4,6,-3
O=C(NC(Cc1ccccc1)C(=O)N1CCCCC1)c1ccccc1 (stereo unspecified),1,-0.1,6,2,10,-9,7,-4,-14
Cc1ccc(S(=O)(=O)N2CCCCC2)cc1NC(=O)C1COc2ccccc2O1 (stereo unspecified),1,0.3,1,-4,12,-7,14,nt,-8
c1ccc2c(N3CCOCC3)nc(N3CCOCC3)nc2c1,-3,22,-3,2,0,10,2,-8,4
CCOC(=O)c1sc(NC(=O)CNCc2ccccn2)c(C(=O)OCC)c1C,-1,-1.3,22,-4,2,3,5,6,-3
COc1ccccc1N1CCN(C(=O)c2oc3cc(C)cc(C)c3c2C)CC1,-4,0.1,12,-3,-3,-5,1,5,-1
COC(=O)c1ccc(/C=N/Nc2nc3ccccc3[nH]2)cc1,-2,0.9,-3,-2,4,-7,9,5,-4
Cn1ccc(C(=O)Nc2sc3c(c2C(N)=O)CCCCC3)n1,-3,0.2,78*,-2,0,6,4,-4,1

# Bioassay records (PubChem BioAssay)
